# Pin1 inhibitor = inhibitors of human Pin1. actives 0.009% (n = 390,000). Q13526. Pin1 FP peptide displacement, HiFluor488, 10 min. AID 504891. Potency, µM (top dose mostly 115 µM), inactives show at the top dose activity, negative = inhibition, hits mostly inhibitors; active = well fitted inhibition curve with a large enough effect in the polarisation, with a control signal flat, not every such curve was filed as active; inconclusive = small, poorly fitted or top-dose-only effect, or effect the other way, or a change in a side signal; inactive = no such curve, though single readings can be large or run the other way; the % refers to the polarisation; note: % is set by controls: 0 for no effect and ±100 for the full control effect
# Target sequence (Q13526 whole entry, looked up): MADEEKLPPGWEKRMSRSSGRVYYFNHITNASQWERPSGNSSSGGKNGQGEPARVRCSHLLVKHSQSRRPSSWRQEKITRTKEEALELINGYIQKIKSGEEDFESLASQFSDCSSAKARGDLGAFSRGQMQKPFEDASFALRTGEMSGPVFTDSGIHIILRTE
# BLM inh = inhibitors of human Bloom syndrome helicase BLM | P54132 | recombinant BLM DNA unwinding, fluorescence dequenching | Potency, µM (top dose mostly 56.1 µM), for the others: at the highest dose activity change, negative = inhibition, most hits filed as inhibitors | actives 0.2% (n = 350,000);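 note: plate controls were vehicle for no effect and no enzyme for full effect; nearly all actives have a fitted effect of over 35% in size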
# HP1b chromo inh = blocks HP1-beta chromodomain binding to methylated histone tails. P83916. AlphaScreen HP1-beta / biotin-H3K9me3 peptide binding. Potency, µM (highest dose often 114 µM), for the others: at the top dose activity change, negative = inhibition, usual class: inhibitors. actives 0.56% (n = 390,000). AID 540317; note: nearly all actives have a fitted effect of over 70% in size; inactives centre near 23
# Target sequence (P83916 whole entry, looked up): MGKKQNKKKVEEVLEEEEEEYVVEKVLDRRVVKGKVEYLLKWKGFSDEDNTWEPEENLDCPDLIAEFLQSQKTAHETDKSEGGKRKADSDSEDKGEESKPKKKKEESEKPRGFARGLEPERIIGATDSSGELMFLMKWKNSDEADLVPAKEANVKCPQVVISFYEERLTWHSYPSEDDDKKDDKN
#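 HP1-beta protein (50 nM final) preincubated 30 min at room temperature with biotinylated H3(1-18)K9me3 peptide (50 nM) in PBS pH 7.4, 0.01% Tween-20, then compound added for 30 min. AlphaScreen streptavidin donor/nickel chelate acceptor beads (10 ug/mL final), 30 min dark, luminescence read.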
# PGK inhibitor = inhibitors of T. brucei phosphoglycerate kinase. P07378. PGK/GAPDH coupled, Kinase-Glo luminescence, 60 min. Potency, µM (titrated, usually from 57.5 µM), without a hit: top-dose activity change, negative = inhibition, most hits filed as inhibitors. actives 0.043% (n = 380,000); note: % is set by controls: 0 for no effect and ±100 for the full control effect; nearly all actives have a fitted effect of over 60% in size
# Target sequence (P07378 whole entry, looked up): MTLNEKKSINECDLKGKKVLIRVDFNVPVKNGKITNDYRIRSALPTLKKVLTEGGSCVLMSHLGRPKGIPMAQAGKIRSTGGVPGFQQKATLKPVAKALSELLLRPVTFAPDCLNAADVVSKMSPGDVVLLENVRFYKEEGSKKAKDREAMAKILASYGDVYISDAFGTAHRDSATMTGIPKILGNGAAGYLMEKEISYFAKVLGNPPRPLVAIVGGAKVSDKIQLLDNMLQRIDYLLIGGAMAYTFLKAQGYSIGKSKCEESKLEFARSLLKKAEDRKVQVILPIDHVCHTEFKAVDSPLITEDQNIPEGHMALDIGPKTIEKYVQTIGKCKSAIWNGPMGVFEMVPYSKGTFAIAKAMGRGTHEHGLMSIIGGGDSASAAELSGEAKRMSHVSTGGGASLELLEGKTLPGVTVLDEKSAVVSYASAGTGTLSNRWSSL
#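 Luminescent ATP detection (Kinase-Glo Plus) follows a 60-minute room-temperature incubation, with wells lacking PGK as controls. Buffer: 100 mM TEA (pH 7.6), 5 mM MgCl2, 0.01% Tween-20. Coupling enzyme GAPDH (100 nM final) supplies unstable 1,3-BPG in-well.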
# BAZ2B block = inhibitors of human BAZ2B bromodomain. AlphaScreen BAZ2B-H3K14Ac peptide displacement. Potency, µM (top dose mostly 114 µM), for the others: top-dose activity change, negative = inhibition, actives largely listed as inhibitors. actives 4.4% (n = 360,000). AID 504333; note: % is set by controls: 0 for no effect and ±100 for the full control effect; nearly all actives have a fitted effect of over 60% in size
#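 Protein-peptide AlphaScreen: BAZ2B 50 nM, b-H3K14Ac 50 nM, 1x PBS pH 7.4 + 0.01% Tween-20. Preincubation 30 min RT; cpd 30 min RT (top 110 uM); beads 20 min RT, light-protected.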
# GLS inhibitor = glutaminase GLS (human) inhibition; O94925; Potency, µM (top dose mostly 45.5 µM), for the others: at the top dose activity change, negative = inhibition, hits mostly inhibitors; actives 0.21% (n = 410,000); AID 624170; GLS enzymatic activity, qHTS titration; note: % is set by controls: 0 for no effect and ±100 for the full control effect
#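 Assay buffer: 45 mM KH2PO4 pH 8.2, 0.02% Tween-20. hKGA acts on L-glutamine (1 mM solution added); product glutamate is reported by an oxidase/peroxidase Amplex Red coupling, with fluorescence taken at baseline and 30 min.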
# POLI inh = DNA polymerase iota (human) inhibition. Potency, µM (doses to about 115 µM), without a hit: top-dose activity, negative = inhibition, actives largely listed as inhibitors. Q9UNA4. Pol iota fluorescent replication assay, 10 min. actives 1% (n = 390,000)
#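 Fluorescent replication assay read twice, at 0 min and 10 min after adding 50 nM (final) substrate. Enzyme (10 nM) and compounds were first incubated 15 min at room temperature; enzyme-free buffer wells were negative controls.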
# G9a inh = G9a (human) methyltransferase inhibition | Q96KQ7 | actives 8.8% (n = 350,000) | AID 504332 | Potency, µM (highest dose often 102 µM), for the others: at the highest dose activity, negative = inhibition, hits mostly inhibitors | G9a H3K9 monomethylation, AlphaScreen, 2 h; note: % is set by controls: 0 for no effect and ±100 for the full control effect; nearly all actives have a fitted effect of over 75% in size
# Target sequence (Q96KQ7 913-1193 limits assumed): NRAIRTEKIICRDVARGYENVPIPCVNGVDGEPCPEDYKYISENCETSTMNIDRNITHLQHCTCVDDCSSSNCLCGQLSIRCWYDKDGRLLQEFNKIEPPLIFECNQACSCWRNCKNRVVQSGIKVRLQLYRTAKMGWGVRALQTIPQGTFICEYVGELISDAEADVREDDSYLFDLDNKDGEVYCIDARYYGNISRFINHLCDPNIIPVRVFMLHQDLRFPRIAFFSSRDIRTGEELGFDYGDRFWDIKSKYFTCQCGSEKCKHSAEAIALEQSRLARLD
#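 Chemiluminescent proximity detection of H3K9 monomethylation, read after 10 min bead incubation in the dark. Reaction: 20 nM G9a, 500 nM biotin-H3K9 peptide, 20 uM SAM cofactor, 2 h, room temperature, following 15 min enzyme-compound preincubation.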
# JMJD2A Tudor inh = blocks the human JMJD2A Tudor domain; actives 4.4% (n = 390,000); Potency, µM (highest dose often 114 µM), for inactives: top-dose activity change, negative = inhibition, hits mostly inhibitors; AlphaScreen JMJD2A-Tudor / H3K4me3 peptide binding; note: % is set by controls: 0 for no effect and ±100 for the full control effect; nearly all actives have a fitted effect of over 50% in size
# * marks the source's active call; other numbers are inactive results; i = inactive; u = inconclusive; x = not tested or not shown; & = joins results of further samples; [ ] = another dose, or the depositor's remark. Unless noted, calls come from the whole dose curve; as a rule, active = well fitted curve in the direction sought with a large enough effect; inconclusive = small, poorly fitted or top-dose-only effect, or another doubt; inactive = no such curve, though single readings can be large; an effect the other way counts as inactive or inconclusive. Potency is the fitted concentration of half-maximal effect. These rows are one share of the data (hit frequency here may not be typical).
# Start of the listing, in advance:
SMILES,Pin1 inhibitor,BLM inh,HP1b chromo inh,PGK inhibitor,BAZ2B block,GLS inhibitor,POLI inh,G9a inh,JMJD2A Tudor inh
COc1cc2c(cc1OC)CC(C(=O)NCc1ccccc1)NC2 (configuration not stated),-5%,0%,43%[activator],-9%,-1%,2%,23%,18%[2.33 µM],-8%
CN(C)c1nc(Oc2ccc(=O)n(-c3ccccc3)n2)nc(N2CCOCC2)n1,-4%,0%,40%[activator],i,10%,1%,-6%,3%,-5%
CCCCN(CC)C(=O)Cn1cnc2sc(C)c(S(=O)(=O)N3CCC(C)CC3)c2c1=O,3%,-2%,30%,-9%,-1%,-4%,8%,14%,4%
CCc1nc(SCC(=O)Nc2cc(C)on2)c2c(=O)n(C)c(=O)n(C)c2n1,1%,-1%,49%,-6%,-4%,0%,-9%,-19%,3%

# The listing, repeating the preview:
SMILES,Pin1 inhibitor,BLM inh,HP1b chromo inh,PGK inhibitor,BAZ2B block,GLS inhibitor,POLI inh,G9a inh,JMJD2A Tudor inh
COc1cc2c(cc1OC)CC(C(=O)NCc1ccccc1)NC2 (configuration not stated),-5%,0%,43%[activator],-9%,-1%,2%,23%,18%[2.33 µM],-8%
CN(C)c1nc(Oc2ccc(=O)n(-c3ccccc3)n2)nc(N2CCOCC2)n1,-4%,0%,40%[activator],i,10%,1%,-6%,3%,-5%
CCCCN(CC)C(=O)Cn1cnc2sc(C)c(S(=O)(=O)N3CCC(C)CC3)c2c1=O,3%,-2%,30%,-9%,-1%,-4%,8%,14%,4%
CCc1nc(SCC(=O)Nc2cc(C)on2)c2c(=O)n(C)c(=O)n(C)c2n1,1%,-1%,49%,-6%,-4%,0%,-9%,-19%,3%
Cc1ccc(-c2csc(/C(C#N)=C(\O)CN3CCN(C(=O)c4ccco4)CC3)n2)cc1,u,-6%,-17%,-5%,u,23%,u,-47%[12.7 µM],79µM*
CN(c1ccccc1)S(=O)(=O)c1cccc(NC(=O)CCN2C(=O)C3CCCCC3C2=O)c1 (configuration not stated),-2%,-1%,36%,6%,-9%,5%,141%[activator],2%,-16%
CC(C)OCCCNC(=O)c1ccc(NC(=O)C2CCCO2)cc1 (configuration not stated),-4%,2%,57%[activator],-2%,1%,-4%,6%,-4%[2.33 µM],-21%[57.1 µM]
Cc1cc(C)c(C#N)c(Oc2ccc(F)cc2)n1,-1%,-2%,20%,-3%,0%,3%,-5%,56%[activator],5%
COc1ccc(CSc2nc3ccccc3c(=O)[nH]2)cc1F,0%,-1%,27%,2%,-13%,2%,15%,5%,-6%
Cc1cc(C)cc(-c2nnc(SCC(=O)Nc3cc(C)on3)o2)c1,u,x,22%,6%,-5%,-2%,u,2%,-17%
CCOC(=O)C1=C(c2ccccc2)Nc2ncnn2C1c1ccc(C(=O)O)cc1 (configuration not stated),-1%,-3%,23%,-8%,-1%,-3%,-28%,x,-5%
CC(C)CN1CCN(Cc2cccc3nccnc23)CC1CCO (configuration not stated),2%,4%,28%,-2%,-1%,-10%,51%[activator],x,-4%
COc1ccc(NC(=O)c2nnn(Cc3cccc(F)c3)c2N)c(OC)c1,-6%,-2%,52%[activator],5%,11%,-3%,19%,0%[59 µM],-4%
Cc1ccsc1/C=N/NC(=O)CN1CCN(Cc2ccccc2)CC1,6%,-3%,19%,-4%,-5%,-14%,-1%,x,-6%
CCN1C(=O)C2(C(C(=O)c3cc4ccccc4o3)=C(O)C(=O)N2CCCN2CCOCC2)c2ccccc21 (configuration not stated),8%,0%,33%,-3%,-23%,-18%,146%[activator],-34%,-8%
c1ccc(-c2nnnn2-c2ccccn2)cc1,0%,x,1%,i,x,-10%,30%[activator],x,-13%
CC1CCN(S(=O)(=O)c2ccc(C(=O)OC(C)C(=O)N(C)C3CCCCC3)cc2)CC1 (configuration not stated),-2%,x,-20%,-11%,19%,-5%,34%[activator],-47%,-16%
CCC1COCCS(=O)(=O)N1Cc1ccccc1F (configuration not stated),4%,-2%,116%[activator],-3%,8%,1%,30%&0%,18%,u
Cc1onc(-c2c(F)cccc2Cl)c1C(=O)NC(=S)NC1CCS(=O)(=O)C1 (configuration not stated),-9%,-2%,38%,i,0%,28%,12%,14%[59 µM],-3%
Cc1cc([N+](=O)[O-])nn1CC(=O)NNC(=S)Nc1ccc(Cl)cc1,-7%,2%,10%,-1%,-2%,-3%,14%[58.9 µM],u,-11%
C[C@@]12CC(=O)NC1N(C(=O)c1cccc(C(F)(F)F)c1)C(c1ccccc1OC(=O)c1cccc(C(F)(F)F)c1)C2 (some centres not stated),u,-18%,18%,1%,8%,-5%,40%[activator],6%[12.7 µM],-21%
Cc1ccc(N2C(=O)N(CC(=O)Nc3cc(C)cc(C)c3)C(=O)C2C)cc1 (configuration not stated),6%,-11%,9%,-5%,-33%,0%,u,10%[59 µM],-30%
CCOC(=O)C1=C(COC(=O)/C=C/c2cccc(F)c2)NC(=O)NC1C (configuration not stated),0%,x,-16%,4%,x,-11%,16%,x,-11%
Cc1ccc(NC(=O)Cn2c(=O)n(CCCCCC(=O)NCc3ccc(F)cc3)c(=O)c3sccc32)c(C)c1,-3%,-17%,13%,x,2%,-1%,6%,2%[59 µM],-2%
Cn1c(=O)c2ccccc2n(CC(=O)NCCC2=CCCCC2)c1=O,-2%,-3%,10%,-1%,0%,-5%,26%,28µM*,1%
Nc1nc(SCc2nc3scc(-c4cccs4)c3c(=O)[nH]2)n[nH]1,16%,-3%,28%,4%,-1%,19%,u,2%[59 µM],-14%
COc1ccc(OCC(=O)NNC(=O)c2cccc(O)c2)cc1,u,0%,14%,-1%,7%,0%,-17%,-34%,-1%
Cc1cc(NCC(c2ccccc2)c2ccccc2)n2ncnc2n1,-2%,3%,34%,3%,-16%,5%,25%,x,-17%
Cc1ccc(S(=O)(=O)NCc2ccncc2)c(C)c1C,-3%,-8%,21%,0%,1%,-11%,9%,x,-19%
Cc1ccccc1NC(=O)Cc1nc(COC(=O)Cc2c(F)cccc2Cl)cs1,4%,x,40%[activator],-9%,-2%,9%,u,21%[12.7 µM],-1%
O=C(NCC(c1ccco1)N1CCc2ccccc2C1)c1ccccc1Br (configuration not stated),-2%,x,-2%,i,-4%,4%,39%[activator],-9%,-20%
C1CCCCCC2(CCCCC1)OCC(CN1CCOCC1)O2 (configuration not stated),2%,2%,23%,-5%,-2%,-12%,10%,13%[59 µM],-11%
Cc1ccc(CONC(=O)c2cccc(C)c2)cc1,-6%,x,27%,-20%,10%,3%,19%,28%[59 µM],2%
COc1cccc(C(O)c2nc3ccccc3n2C(C)C)c1OC (configuration not stated),0%,-6%,30%,-2%,6%,8%,47%[activator],25%,-15%
COc1cccc(/C=N/NC(=O)c2cc(-c3cccn3C)n[nH]2)c1,22%,-9%,u,i,u,24%,u,-16%[59 µM],-34%
Cc1nn(-c2ccccc2)c(CC(C)(C)C(=O)O)c1C(=O)O,-3%,2%,52%[activator],i,9%,0%,13%,-1%[59 µM],-25%[11.4 µM]
COc1cccc(Nc2nc(N)c([N+](=O)[O-])c(N3CCOCC3)n2)c1,-5%,-2%,27%,x,-15%,3%,22%,-4%[2.33 µM],-34%
COCCN(C(=O)CC1CCCCC1)c1c(N)n(CC(C)C)c(=O)[nH]c1=O,1%,x,20%,-5%,9%,-1%,u,u,0%
Cc1ccc(NC(=O)N2CCC(=O)N2)cc1,1%,1%,1%,-3%,-37%,31%[activator],4%,u,32µM*
Fc1ccccc1Cc1cn2cc(-c3ccc(Cl)cc3)nc2s1,3%,-8%,46%[activator],9%,0%,5%,u,-2%[59 µM],-1%
O=C(O)/C=C/C(=O)Nc1ccccc1-c1ccccc1,-1%,-3%,52%[activator],-6%,-22%[57.1 µM],13%,-11%,18%[0.501 µM],-13%
COC(=O)C(C)(C)ONC(=O)Nc1ccc(Br)cc1,2%,1%,72%[activator],-1%,7%,1%,26%,13%[59 µM],-6%
CC(C)CCNC(=O)C(=O)NCC1OCCCN1S(=O)(=O)c1cccs1 (configuration not stated),-1%,-1%,1%,-1%,-12%,-2%,42%[activator],14%,11%
COc1cc(CCNC(=O)c2cnn3ccccc23)cc(OC)c1OC,-10%,-3%,26%,-3%,-6%,-10%,u,28%,-18%
CCOC(=O)c1cc(C)n(CCc2ccccc2)c1C,-8%,-6%,20%,-15%,-7%,-1%,u,13%[59 µM],-26%

# The final 2 entries of the part before lead into the next:
SMILES,Pin1 inhibitor,BLM inh,HP1b chromo inh,PGK inhibitor,BAZ2B block,GLS inhibitor,POLI inh,G9a inh,JMJD2A Tudor inh
COc1cc(CCNC(=O)c2cnn3ccccc23)cc(OC)c1OC,-10%,-3%,26%,-3%,-6%,-10%,u,28%,-18%
CCOC(=O)c1cc(C)n(CCc2ccccc2)c1C,-8%,-6%,20%,-15%,-7%,-1%,u,13%[59 µM],-26%
COc1ccc(NC(=O)C2(c3ccc(NC(=O)c4ccc(C)cc4)cc3)CCCC2)cc1,5%,-3%,17%,-1%,8%,-8%,18%,x,-7%
C/C(=N\NC(=O)c1c(Cl)c(C)nn1C)c1ccc(NC(=O)c2ccncc2)cc1,-10%,-6%,19%,6%,-14%,19%,28%,4%[59 µM],-6%
C#CCOCCOCCOCCNc1nc(N2CCN(C(=O)[C@H]([C@@H](C)CC)n3cc(CCCN=C(N)N)nn3)CC2)nc(N2CCN(C(=O)[C@H]([C@@H](C)CC)n3cc(CCC(=O)O)nn3)CC2)n1,-8%,x,30%,10%,x,-2%,18%,x,-4%
C=CCNC(=O)C(=O)NCCCN1CCOCC1,-4%,3%,56%[activator],-3%,-10%,-1%,28%,x,7%
CCOC(=S)SCc1cn2ccc(C)cc2n1,3%,1%,4%,3%,-37%,16%,21%,-44%[59 µM],-27%
COC(=O)c1ccc(NC(=O)C(=O)N2CCCC2)cc1,4%,4%,20%,-6%,-7%,0%,-13%,u,5%
CC(C)[C@@H]1NC(=O)c2cc([N+](=O)[O-])cc(I)c2NCCC[C@@H](C(=O)NC(CC(=O)O)C(N)=O)NC(=O)[C@H](CO)NC1=O (some centres not stated),-8%,1%,74%[activator],i,2%,2%,30%,-2%,-5%

# High-throughput results: PubChem, National Center for Advancing Translational Sciences (NCATS)
